Neddyl block – inhibitors of human cullin neddylation; P61081+Q13564; TR-FRET cullin neddylation, biochemical; calls only at 25 µM; hit rate 0.58% among 360,000; AID 651699; in the data active means inhibition above about 36%
NadD inh – NadD (S. aureus) enzyme inhibition | purified NadD enzyme, colorimetric absorbance read-out | inhibition, % at 20 µM | hit rate 0.78% among 360,000 | AID 602399; in the data active means inhibition above about 26%; further: some compounds past the cut are filed as inactive
CSN deneddyl inh – blocks human CSN-mediated cullin deneddylation; Q92905; Purified CSN, SCF-Nedd8-OG deneddylation, fluorescence polarization; inhibition, % at 12.5 µM; hit rate 0.38% among 360,000;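 active means pattern-corrected inhibition above about 35%, with an unprinted fluorescence ratio check between 0.5 and 1.5, limit read from the data, passing the limit was not always enough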;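 further: 0% = enzyme with substrate and 100% = substrate without enzyme; some results filed as inactive read as strong as hits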
Target sequence (Q92905 whole entry, looked up, one chain of several): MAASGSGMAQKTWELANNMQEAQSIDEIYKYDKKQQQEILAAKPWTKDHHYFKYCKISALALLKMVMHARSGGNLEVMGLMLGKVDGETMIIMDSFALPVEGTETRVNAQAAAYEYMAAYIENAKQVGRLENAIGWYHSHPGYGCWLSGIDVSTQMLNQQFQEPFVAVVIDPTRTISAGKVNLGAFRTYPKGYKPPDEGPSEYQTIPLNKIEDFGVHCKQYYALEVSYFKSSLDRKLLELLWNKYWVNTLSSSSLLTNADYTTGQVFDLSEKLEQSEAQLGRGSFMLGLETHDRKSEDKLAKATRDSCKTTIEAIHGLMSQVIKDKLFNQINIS
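Material: human Csn5 produced in HEK293T cells; Input: enzyme 0.24 nM; Reagent: SCFSkp2-Nedd8OG substrate at 10 nM final; Dosing: 12.5 µM compound; Incubation: 90 min reaction at room temperature; Detection: fluorescence polarization of the substrate; Evaluation: % inhibition of substrate cleavage by Csn5; Control set: substrate-only high control, full reaction low control.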
FAS-TE inh – FAS thioesterase (human) inhibition | recombinant FAS-TE, OMFH fluorogenic substrate, fluorescence endpoint | inhibition, % at 15 µM | hit rate 0.67% among 360,000;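 active means compounds whose normalised, plate-corrected inhibition of enzyme fluorescence in the single-dose primary screen is 50% or more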;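 further: 0% = DMSO with enzyme and 100% = substrate without enzyme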
PABP1 MLLE inh – inhibitors of microRNA-mediated deadenylation, human PABP1 MLLE binding; P11940; GST-MLLE / FITC-PAM2 fluorescence polarization; inhibition, % at 20 µM; hit rate 0.36% among 360,000; AID 588489; in the data active means inhibition above about 35%, passing the limit was not always enough;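 further: plate controls were DMSO wells with GST-MLLE for no effect and wells lacking GST-MLLE protein for full effect; some results filed as inactive read as strong as hits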
Target sequence (P11940 whole entry, looked up): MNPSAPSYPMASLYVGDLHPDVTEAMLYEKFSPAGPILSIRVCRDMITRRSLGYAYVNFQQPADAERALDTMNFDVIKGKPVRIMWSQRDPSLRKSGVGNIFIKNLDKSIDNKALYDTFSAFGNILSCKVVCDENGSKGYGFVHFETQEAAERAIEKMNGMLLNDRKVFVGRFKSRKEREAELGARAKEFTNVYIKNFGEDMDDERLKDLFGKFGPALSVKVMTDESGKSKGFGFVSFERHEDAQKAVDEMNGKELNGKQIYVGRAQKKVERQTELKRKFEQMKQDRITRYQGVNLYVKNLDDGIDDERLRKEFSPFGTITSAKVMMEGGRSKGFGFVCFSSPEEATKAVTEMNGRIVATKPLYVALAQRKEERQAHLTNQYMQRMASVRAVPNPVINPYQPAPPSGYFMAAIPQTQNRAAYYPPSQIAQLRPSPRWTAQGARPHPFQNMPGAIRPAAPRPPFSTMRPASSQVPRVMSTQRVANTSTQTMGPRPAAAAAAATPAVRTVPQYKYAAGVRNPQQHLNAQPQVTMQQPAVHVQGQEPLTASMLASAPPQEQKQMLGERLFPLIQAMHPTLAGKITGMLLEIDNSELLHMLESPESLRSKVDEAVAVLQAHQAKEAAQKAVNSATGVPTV
Rpn11 block – inhibitors of human proteasome Rpn11; AID 588493; calls only at 20 µM; human 26S proteasome, Ub4-pepOG fluorescence polarization; 20S core pre-blocked with epoxomicin; hit rate 0.59% among 360,000; O00487;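 active means inhibition at 20 µM, scaled to each plate's controls, above about 33%, limit read from the data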
MT1-MMP act inh – blocks activation of human MT1-MMP | GFP/RFP ratio change, % at 20 µM | AID 651647 | P50281 | hit rate 0.061% among 360,000 | HT1080 RFP-PRO-GFP cells, GFP/RFP ratio fluorescence, overnight; percent of plate control window, DMSO zero;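 active means GFP/RFP ratio change of at least 30% with cell ATP level not reduced by more than half and red fluorescence within 50% of control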; further: strong numbers were not always called active
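Compound: 20 µM single dose, 1% DMSO / System: HT1080 RFP-PRO-GFP cells / Controls: DMSO and RFP-L50D-GFP cell wells / Read-out basis: GFP/RFP fluorescence ratio / Schedule: overnight compound exposure at 37 °C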
SKN-1 block – blocks SKN-1 activity in C. elegans; inhibition, % at 21.8 µM; hit rate 0.49% among 360,000; C. elegans VP596 Pgst-4::GFP/RFP ratio, acrylamide-induced, 24 h;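 active means interference check ratio from 0.5 to 1.5 plus GFP to RFP signal ratio inhibition reaching or exceeding a fixed threshold, cut at about 30% in these data, passing the limit was not always enough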; further: some compounds called inactive have numbers as strong as hits
Rin1 Abl inh – human Rin1-Abl interaction inhibition. TR-FRET Rin1/Abl binding, biochemical. inhibition, % at 7.35 µM. hit rate 0.4% among 360,000; in the data active means inhibition above about 5%, passing the limit was not always enough
Numbers without * were called inactive; & = joins results of further samples.

Screening O=C(CN1CCN(c2ccccc2O)CC1)Nc1cccnc1Cl returned Neddyl block inactive, NadD inh 2, CSN deneddyl inh -9, FAS-TE inh -9, PABP1 MLLE inh -11, Rpn11 block inactive, MT1-MMP act inh 2, SKN-1 block -18 and Rin1 Abl inh 0.
`S=C(Nc1ccc2c(c1)OCO2)NC1CCN(Cc2ccccc2)CC1` gave Neddyl block inactive, NadD inh -2, CSN deneddyl inh 1, FAS-TE inh -9, PABP1 MLLE inh 0, Rpn11 block inactive, MT1-MMP act inh 1, SKN-1 block -1 and Rin1 Abl inh -1.
Cc1ccc(N/C=C(\C#N)S(=O)(=O)c2ccccc2)cc1 was read as Neddyl block inactive, NadD inh -3, CSN deneddyl inh -11, FAS-TE inh 1, PABP1 MLLE inh -7, Rpn11 block inactive, MT1-MMP act inh -3, SKN-1 block -1 and Rin1 Abl inh 2.
For COc1cccc(NC(=O)C(NCC2CCCCC2)c2ccccc2)c1 (stereo unspecified) the results were Neddyl block inactive, NadD inh -4, CSN deneddyl inh 2, FAS-TE inh 5, PABP1 MLLE inh -7, Rpn11 block inactive, MT1-MMP act inh 0, SKN-1 block 15 and Rin1 Abl inh 4.
Screening O=C(c1ccccc1)c1ccc(OCC(O)CN2CCCC2)cc1 (stereo unspecified) returned Neddyl block inactive, NadD inh -2, CSN deneddyl inh 0, FAS-TE inh -6, PABP1 MLLE inh 0, Rpn11 block inactive, MT1-MMP act inh 4, SKN-1 block -10 and Rin1 Abl inh -5.
Cc1ccc(C(=O)NC(N(C)C)C(Cl)(Cl)Cl)cc1 (stereo unspecified) was read as Neddyl block inactive, NadD inh 3, CSN deneddyl inh -1, FAS-TE inh -7, PABP1 MLLE inh 5, Rpn11 block inactive, MT1-MMP act inh 1, SKN-1 block -9 and Rin1 Abl inh 1.
`O=C(O)c1ccc(S(=O)(=O)c2ccc([N+](=O)[O-])cc2[N+](=O)[O-])cc1` gave Neddyl block inactive, NadD inh 0, CSN deneddyl inh 3, FAS-TE inh 8, PABP1 MLLE inh 27, Rpn11 block inactive, MT1-MMP act inh 1, SKN-1 block -18 and Rin1 Abl inh 3.
For CCN1CCCC1CNC(=S)Nc1ccc(C(C)=O)cc1 (stereo unspecified) the results were Neddyl block inactive, NadD inh -2, CSN deneddyl inh 1, FAS-TE inh -9, PABP1 MLLE inh 10, Rpn11 block inactive, MT1-MMP act inh 4, SKN-1 block 1 and Rin1 Abl inh 2.
O=[N+]([O-])c1ccc(/C=N/n2c(CO)nc3ccccc32)s1 was read as Neddyl block inactive, NadD inh -4, CSN deneddyl inh 0, FAS-TE inh -11, PABP1 MLLE inh 20, Rpn11 block inactive, MT1-MMP act inh -9, SKN-1 block -13 and Rin1 Abl inh -4.
CCS(=O)(=O)c1ccc2oc(SCC(=O)NCCc3ccc(F)cc3)nc2c1 was read as Neddyl block inactive, NadD inh -4, CSN deneddyl inh -6, FAS-TE inh 2, PABP1 MLLE inh -5, Rpn11 block inactive, MT1-MMP act inh -3, SKN-1 block -15 and Rin1 Abl inh 2.
`Cc1nc2nc(C)c(CCC(=O)NCCCN3CCN(c4cccc(Cl)c4)CC3)c(C)n2n1` gave Neddyl block inactive, NadD inh -6&-4, CSN deneddyl inh -2&3, FAS-TE inh -4&-7, PABP1 MLLE inh 6&-3, Rpn11 block inactive, MT1-MMP act inh 6&4, SKN-1 block 14&5 and Rin1 Abl inh -6&5.
O=S(=O)(c1ccccc1)c1nc(-c2ccccc2F)oc1NCc1cccnc1 was read as Neddyl block inactive, NadD inh -4, CSN deneddyl inh -5, FAS-TE inh -1, PABP1 MLLE inh -5, Rpn11 block inactive, MT1-MMP act inh 9, SKN-1 block 2 and Rin1 Abl inh 1.
`COc1ccc(C)cc1S(=O)(=O)N1CCN(S(=O)(=O)c2cc(C)ccc2OC)CC1` gave Neddyl block inactive, NadD inh -6, CSN deneddyl inh 5, FAS-TE inh 7, PABP1 MLLE inh -5, Rpn11 block inactive, MT1-MMP act inh -3, SKN-1 block -3 and Rin1 Abl inh 1.
`O=c1c2sccc2[nH]c(=S)n1Cc1ccccc1` gave Neddyl block inactive, NadD inh 1, CSN deneddyl inh -3, FAS-TE inh 6, PABP1 MLLE inh -31, Rpn11 block inactive, MT1-MMP act inh 1, SKN-1 block 5 and Rin1 Abl inh -2.
Screening O=C(COc1cccc(Cl)c1)Nc1ccccc1N1CCCCC1 returned Neddyl block inactive, NadD inh 15, CSN deneddyl inh 0, FAS-TE inh 24, PABP1 MLLE inh -2, Rpn11 block inactive, MT1-MMP act inh 0, SKN-1 block 10 and Rin1 Abl inh 1.
For CC(=O)Oc1ccc(NC(=O)CSc2ccccc2)cc1 the results were Neddyl block inactive, NadD inh -4, CSN deneddyl inh 3, FAS-TE inh -3, PABP1 MLLE inh 1, Rpn11 block inactive, MT1-MMP act inh 4, SKN-1 block -13 and Rin1 Abl inh 2.
`Cc1c(C(=O)N2CCCCC2)sc(NC(=O)C23CC4CC(CC(C4)C2)C3)c1C#N` gave Neddyl block inactive, NadD inh -10, CSN deneddyl inh 3, FAS-TE inh 14, PABP1 MLLE inh 7, Rpn11 block inactive, MT1-MMP act inh 0, SKN-1 block -3 and Rin1 Abl inh -3.
Screening Cc1cccc(C)c1NC(=O)COC(=O)C1CC1 returned Neddyl block inactive, NadD inh -1, CSN deneddyl inh -1, FAS-TE inh -10, PABP1 MLLE inh -2, Rpn11 block inactive, MT1-MMP act inh -4, SKN-1 block -5 and Rin1 Abl inh 2.
For O=C1C(Cl)=C(N2CCCCC2)C(=O)N1c1ccccc1Cl the results were Neddyl block inactive, NadD inh -1, CSN deneddyl inh 2, FAS-TE inh 4, PABP1 MLLE inh 18, Rpn11 block inactive, MT1-MMP act inh 2, SKN-1 block 9 and Rin1 Abl inh -4.
`CC(=O)SCCC(=O)N1C(C)CCCC1C(=O)O` (stereo unspecified) gave Neddyl block inactive, NadD inh -6, CSN deneddyl inh 5, FAS-TE inh -3, PABP1 MLLE inh -3, Rpn11 block inactive, MT1-MMP act inh -5, SKN-1 block -9 and Rin1 Abl inh -2.

Two records drawn at random from those above:
O=S(=O)(c1ccccc1)c1nc(-c2ccccc2F)oc1NCc1cccnc1 was read as Neddyl block inactive, NadD inh -4, CSN deneddyl inh -5, FAS-TE inh -1, PABP1 MLLE inh -5, Rpn11 block inactive, MT1-MMP act inh 9, SKN-1 block 2 and Rin1 Abl inh 1.
`O=c1c2sccc2[nH]c(=S)n1Cc1ccccc1` gave Neddyl block inactive, NadD inh 1, CSN deneddyl inh -3, FAS-TE inh 6, PABP1 MLLE inh -31, Rpn11 block inactive, MT1-MMP act inh 1, SKN-1 block 5 and Rin1 Abl inh -2.

The list continues:
`O=C(NCc1cccnc1)c1ccc(-c2ccc(Cl)cc2)o1` gave Neddyl block inactive, NadD inh 7, CSN deneddyl inh 0, FAS-TE inh 5, PABP1 MLLE inh -123, Rpn11 block inactive, MT1-MMP act inh -1, SKN-1 block -5 and Rin1 Abl inh -3.
`COCC(=O)N1CCC(n2nnc3cc(F)ccc32)CC1` gave Neddyl block inactive, NadD inh -5, CSN deneddyl inh 0, FAS-TE inh -8, PABP1 MLLE inh 8, Rpn11 block inactive, MT1-MMP act inh 2, SKN-1 block -1 and Rin1 Abl inh -2.
Screening Cc1ccc(-n2nnnc2SCC(=O)N2CCNC2=O)cc1C returned Neddyl block inactive, NadD inh -5, CSN deneddyl inh -3, FAS-TE inh -8, PABP1 MLLE inh -43, Rpn11 block inactive, MT1-MMP act inh 0, SKN-1 block -22 and Rin1 Abl inh 4.
`Cc1ccc(C(=O)O/N=C2\CCSc3ccc(C)cc32)cc1` gave Neddyl block inactive, NadD inh 1, CSN deneddyl inh 1, FAS-TE inh 27, PABP1 MLLE inh 8, Rpn11 block inactive, MT1-MMP act inh -1, SKN-1 block -4 and Rin1 Abl inh -4.
For CCCn1c(=O)c(C(=O)NCCc2ccccc2)c(O)c2ccccc21 the results were Neddyl block inactive, NadD inh 3, CSN deneddyl inh -1, FAS-TE inh 19, PABP1 MLLE inh 5, Rpn11 block inactive, MT1-MMP act inh 2, SKN-1 block 19 and Rin1 Abl inh -3.
COc1ccc(-c2cc(C(=O)Nc3ccc(Br)cc3)no2)cc1 was read as Neddyl block inactive, NadD inh 1, CSN deneddyl inh 5, FAS-TE inh -1, PABP1 MLLE inh 16, Rpn11 block active, MT1-MMP act inh 1, SKN-1 block 27 and Rin1 Abl inh 1.
For O=C(c1cn(-c2ccccc2)nc1-c1cccs1)N(CCO)Cc1ccccc1 the results were Neddyl block inactive, NadD inh -5, CSN deneddyl inh 0, FAS-TE inh 2, PABP1 MLLE inh 1, Rpn11 block inactive, MT1-MMP act inh -4, SKN-1 block 1 and Rin1 Abl inh 1.
Screening COc1ccc(/C=N/N=C2\CC3CCC2(C)C3(C)C)cc1O (stereo unspecified) returned Neddyl block inactive, NadD inh -3, CSN deneddyl inh 2, FAS-TE inh 0, PABP1 MLLE inh 8, Rpn11 block inactive, MT1-MMP act inh -2, SKN-1 block 14 and Rin1 Abl inh 0.
CS(=O)(=O)N1CCc2cc(C(=O)N3CCN(c4ccc(F)cc4)CC3)ccc21 was read as Neddyl block inactive, NadD inh -2, CSN deneddyl inh 2, FAS-TE inh -5, PABP1 MLLE inh 4, Rpn11 block inactive, MT1-MMP act inh 1, SKN-1 block -3 and Rin1 Abl inh 4.
`COc1ccc(CCNC(=O)C2=CCN(S(=O)(=O)c3ccc(F)cc3)CC2)cc1OC` gave Neddyl block inactive, NadD inh -5, CSN deneddyl inh 2, FAS-TE inh 0, PABP1 MLLE inh -5, Rpn11 block inactive, MT1-MMP act inh -3, SKN-1 block 11 and Rin1 Abl inh 3.
For O=C(NNC(=O)c1sccc1-n1cccc1)c1cccc(Cl)c1 the results were Neddyl block inactive, NadD inh -3, CSN deneddyl inh -5, FAS-TE inh -3, PABP1 MLLE inh -6, Rpn11 block inactive, MT1-MMP act inh 0, SKN-1 block -2 and Rin1 Abl inh -3.
`COC(=O)C1=C(C)NC(=O)C1(NC(=O)c1ccncc1)C(F)(F)F` (stereo unspecified) gave Neddyl block inactive, NadD inh 4, CSN deneddyl inh 3, FAS-TE inh -11, PABP1 MLLE inh -14, Rpn11 block inactive, MT1-MMP act inh 3, SKN-1 block -5 and Rin1 Abl inh 1.
Screening CC(=O)Oc1ccc(C(=O)Nc2cc(C)on2)cc1 returned Neddyl block inactive, NadD inh 3, CSN deneddyl inh -2, FAS-TE inh -5, PABP1 MLLE inh -1, Rpn11 block inactive, MT1-MMP act inh -2, SKN-1 block -12 and Rin1 Abl inh 1.
O=C(NC(=S)Nc1ccccn1)c1ccc([N+](=O)[O-])cc1 was read as Neddyl block inactive, NadD inh -5, CSN deneddyl inh -1, FAS-TE inh 6, PABP1 MLLE inh 35, Rpn11 block inactive, MT1-MMP act inh 3, SKN-1 block -1 and Rin1 Abl inh -1.
Screening CC1(C)CC(=O)C(c2ccccc2)(c2ccccc2)C(=O)C1 returned Neddyl block inactive, NadD inh -5, CSN deneddyl inh -5, FAS-TE inh 2, PABP1 MLLE inh 8, Rpn11 block inactive, MT1-MMP act inh -2, SKN-1 block -2 and Rin1 Abl inh 0.
COCc1ccc(C(=O)NC2CCCc3c2cnn3-c2ccc(C)c(C)c2)o1 (stereo unspecified) was read as Neddyl block inactive, NadD inh -1, CSN deneddyl inh 2, FAS-TE inh -2, PABP1 MLLE inh 0, Rpn11 block inactive, MT1-MMP act inh -4, SKN-1 block 8 and Rin1 Abl inh -2.

From PubChem
